Compound activity deposited in PubChem BioAssay by several laboratories.
STK33 kinase inh: inhibitors of purified STK33 kinase, primary screen, biochemical, ADP-Glo luminescence, homogeneous, cell-free; MBP phosphorylation; 320,000 compounds, 0.073% hits; Serine/threonine-protein kinase 33 (Homo sapiens), Q9BYT3; AID 2661, 2010; inhibition, % at 10 µM;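 active means inhibition at or above 25%, using the most active replicate where run in duplicate; inactive means inhibition below 25%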
Target sequence (Q9BYT3 whole entry, looked up): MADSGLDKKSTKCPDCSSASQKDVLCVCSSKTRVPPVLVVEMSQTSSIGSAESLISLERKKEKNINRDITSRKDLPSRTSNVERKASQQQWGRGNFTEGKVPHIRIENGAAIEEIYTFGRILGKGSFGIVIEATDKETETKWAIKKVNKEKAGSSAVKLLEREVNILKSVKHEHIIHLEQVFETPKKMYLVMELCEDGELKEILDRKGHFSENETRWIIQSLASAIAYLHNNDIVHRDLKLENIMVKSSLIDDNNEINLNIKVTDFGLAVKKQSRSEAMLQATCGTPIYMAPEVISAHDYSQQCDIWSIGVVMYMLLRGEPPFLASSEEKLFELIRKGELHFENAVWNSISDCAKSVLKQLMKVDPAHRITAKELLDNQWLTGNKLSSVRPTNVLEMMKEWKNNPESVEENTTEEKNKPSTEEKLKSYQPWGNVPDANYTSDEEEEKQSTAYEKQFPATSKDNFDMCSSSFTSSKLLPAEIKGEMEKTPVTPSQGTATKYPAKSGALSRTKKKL
OX1R FRET antag: antagonists of human orexin 1 receptor (OX1R); Orexin/Hypocretin receptor type 1 (Homo sapiens), O43613; OX1R-expressing cells, FRET antagonist read-out; inhibition, % at 6.6 µM; 330,000 compounds, 1.8% hits; in the data active means inhibition mostly above about 38%, no sharp cut-off; inactive means mostly below about 40%;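 further: 0% = agonist challenge alone and 100% = reference antagonist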
Target sequence (O43613 whole entry, looked up): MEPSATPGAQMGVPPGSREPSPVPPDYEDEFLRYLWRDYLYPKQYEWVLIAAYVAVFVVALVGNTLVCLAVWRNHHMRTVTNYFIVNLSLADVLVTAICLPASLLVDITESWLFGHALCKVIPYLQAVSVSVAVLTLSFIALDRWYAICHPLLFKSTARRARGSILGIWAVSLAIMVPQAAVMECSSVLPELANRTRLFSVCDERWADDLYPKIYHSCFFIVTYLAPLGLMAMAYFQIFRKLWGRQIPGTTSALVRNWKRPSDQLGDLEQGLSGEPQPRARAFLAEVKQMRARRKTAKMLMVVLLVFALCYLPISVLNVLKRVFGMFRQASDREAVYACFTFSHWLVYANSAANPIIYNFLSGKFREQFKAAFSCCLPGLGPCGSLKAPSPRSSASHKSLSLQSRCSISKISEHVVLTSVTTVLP
Numbers without * were called inactive; / = not tested or not shown. Outcome played no part in choosing rows. Share with any hit: about 1.8%.

SMILES	STK33 kinase inh	OX1R FRET antag
COc1cc(C(=O)N2CCCN(C)CC2)cc(OC)c1C	-0.1	16
CC(c1ccccc1)N1C(=O)c2ccc(C(=O)NCc3cccnc3)cc2C1=O (stereo unspecified)	-2.1	8
CCOc1c(Cl)cc(CNc2nnnn2C)cc1OC	0.3	0
CC1(C)CC(n2c(=S)[nH]c3ccccc3c2=O)CCO1 (stereo unspecified)	-0.6	8
Cc1ccc(F)cc1NC(=O)CSCc1c(C)noc1C	-1.3	-1
O=C(O)CSc1ncnc2scc(-c3ccccc3)c12	6.8	-4
Cc1cc2c(cc1C)NC(c1ccccn1)C1=C(CC(C)(C)CC1=O)N2 (stereo unspecified)	-0.5	21
Cc1cc(N2CCN(Cc3nc(-c4ccc(F)cc4)oc3C)CC2)cc(C)n1	-0.4	3
Cc1ccc(Cn2c(C)cc3c(c2=O)C(c2cccs2)C(C#N)=C(N)O3)cc1 (stereo unspecified)	-0.5	12
COc1cc(OC)c(C(=O)Nc2ccc(S(=O)(=O)N3CCCCC3)cc2)cc1OC	-0.1	4
Oc1ccc(C(=S)N2CCCCC2)cc1	0.8	9
Cc1nc(-c2ccc(Cl)cc2)sc1C1(C)CC(c2ccc([N+](=O)[O-])cc2)=NO1 (stereo unspecified)	0.0	10
CCOC(=O)CNC(=O)/C=C/c1c(Cl)cccc1Cl	-1.9	14
CC(C)(C)OC(=O)C[C@@H]1C/C=C\C[C@H](CC(=O)N(CCO)Cc2ccccc2)C(=O)N[C@H](Cc2ccccc2)COC1=O	-1.3	19
O=C1NC(Cc2ccccc2)C(=O)N1CC(=O)N1CCCc2ccccc21 (stereo unspecified)	1.7	8
CCOc1cccc(-c2cc(C(=O)Nc3ccon3)c3ccccc3n2)c1	-0.9	7
O=C(CN1C(=O)S/C(=C\c2cccs2)C1=O)Nc1ccc(O)cc1C(=O)O	0.3	17
CCOC(=O)NC(=O)/C(N=Nc1cccc(C(F)(F)F)c1)=C(\C)O	-0.3	7
Cc1c(NC(=O)CSc2nncc3ccccc23)c(=O)n(-c2ccccc2)n1C	-1.1	10
COc1ccc(C)cc1NC(=O)c1ccc(OC(F)F)cc1	-0.2	21
CCOc1ccc(C(=O)NNC(=O)c2cc(S(=O)(=O)N3CCOCC3)ccc2Cl)cc1	-1.2	10
O=C(c1ccco1)N(CCO)Cc1cc2cc3c(cc2[nH]c1=O)OCO3	-3.1	18
CC(C)OCCCNC(=S)Nc1ccc2nc3n(c(=O)c2c1)CCCCC3	0.7	3
O=C(CN1CCN(c2ccc(O)cc2)CC1)N1CCc2ccccc21	-1.1	10
CC(C)(C)OC(=O)N1CCCC1C(=O)N1CCc2ccccc21 (stereo unspecified)	-0.8	3

Filtered by structure, the entries above containing an NH in an aromatic ring
SMILES	STK33 kinase inh	OX1R FRET antag
CC1(C)CC(n2c(=S)[nH]c3ccccc3c2=O)CCO1 (stereo unspecified)	-0.6	8
O=C(c1ccco1)N(CCO)Cc1cc2cc3c(cc2[nH]c1=O)OCO3	-3.1	18

(listing goes on)
SMILES	STK33 kinase inh	OX1R FRET antag
CCCCOC(=O)C1=C(C)Nc2nnnn2C1c1ccccc1Cl (stereo unspecified)	-1.7	13
CCN(Cc1ccc2c(c1)OCCO2)C(=O)CN1C(=O)NC2(CCc3ccccc32)C1=O (stereo unspecified)	-0.8	5
CCOc1ccc(/C=N/n2cc(-c3ccccc3)[nH]c2=S)cc1	-0.8	21
Cn1cnnc1SCc1nnc(-c2ccccc2Br)o1	0.1	-4
Cc1cc(O)c(C(=O)Cc2csc(C)n2)c(O)c1	12	18
COc1cccc(OCc2cc(C(=O)NCc3ccccn3)no2)c1	-0.6	5
CCCN1C(=O)c2ccc(C(=O)NC3CCCCC3)cc2C1=O	-0.6	7
CCOC(=O)N1CCC(N2C(=O)c3ccccc3C2Nc2ccc(C)cc2)CC1 (stereo unspecified)	-0.4	8
CCc1cc2c(=O)[nH]c(Cc3ccccc3)nc2s1	/	24
O=C(CCCN1C(=O)/C(=C/c2ccccc2)SC1=S)N1CCOCC1	0.3	20
Nc1nc(C23CC4CC(CC(Cl)(C4)C2)C3)cs1	-0.2	8
O=C(Nc1ccc(S(=O)(=O)N2CCCCC2)cc1)c1ccc(F)cc1	0.9	5
COc1ccccc1CN1C[C@@H]2C[C@@H](c3ccccc3C)N3CCC[C@@]23C1=O	-0.1	13
O=Nc1ccc(NOC(=O)c2ccccc2)cc1	1.2	10
CCOC(=O)C(=CNc1nc(-c2ccc3ccccc3c2)cs1)C(=O)OCC	-1.2	3
O=C(CSC1=Nc2ccccc2C2CC=NN12)Nc1ccc(F)c(F)c1F (stereo unspecified)	0.1	17
Cc1ccc(C)c(CSC2=NN3CCCC(=O)N=C3S2)c1	-2.0	6
O=C(Oc1ccc(OC(=O)N2CCOCC2)cc1)c1ccccc1	0.6	10
Cc1ccsc1C(=O)NNC(=O)C1CCCCC1C(=O)O (stereo unspecified)	0.0	16
CCCCC(=O)Nc1ccc2oc(-c3ccncc3)nc2c1	-3.7	8
Cc1cc(S(=O)(=O)Nc2cc(C)c(O)c(C)c2)c(C)s1	0.2	14
CC(C)(C)NS(=O)(=O)c1ccc(CCC(=O)N2CCOCC2)cc1	0.2	2
CCc1ccc(NC(=S)N2CCN(C)CC2)cc1	-2.8	2
Cc1ccc([N+](=O)[O-])cc1NC(=O)c1ccc(-c2ccccc2)cc1	1.2	20
CCCCCOC(=O)C1C(c2ccccc2)C(C(=O)O)C1c1ccccc1 (stereo unspecified)	-1.9	28
Next part:
SMILES	STK33 kinase inh	OX1R FRET antag
COc1cccc(OCCCCN2CC(C)OC(C)C2)c1 (stereo unspecified)	-0.9	7
CCc1cc2ccc(C)cc2nc1SCC(=O)NNC(=O)c1ccco1	0.6	12
Cc1ccc(N2C(=O)Nc3ccccc3C2(O)C(=O)N2CCN(c3ccccn3)CC2)cc1C (stereo unspecified)	-0.7	11
Cc1csc(SCC(=O)c2ccc(S(=O)(=O)N3CCOCC3)cc2)n1	-3.9	2
Cc1ccccc1Cn1c(C)cc(C)c(C#N)c1=O	-1.6	14
CC(=O)NC(Cc1ccc(F)c(F)c1)C(=O)NC1CCN(c2c(Cc3ccccc3)c(C)nc3ncnn23)CC1 (stereo unspecified)	1.1	9
CCC(=O)N(c1nnc(SCC(=O)NN2C(=O)NC3(CCC(C)CC3)C2=O)s1)C1CC1 (stereo unspecified)	-1.5	5
Cc1cnc(C(=O)Nc2nccs2)cn1	-0.5	16
CC(C)CN(C(=O)CCNC(=O)c1ccc(Cl)cc1)C1CCS(=O)(=O)C1 (stereo unspecified)	-1.4	6
Cc1ccccc1CSc1nc2c(c(=O)[nH]1)CCC2	-2.2	12
O=C(c1ccc(Cl)cc1)N1CCCC(C(=O)N2CCN(c3ccccc3)CC2)C1 (stereo unspecified)	-0.1	8
COc1ccc(C(C(=O)NCc2ccccc2)N(C(=O)c2snc(C(N)=O)c2N)C2CCCC2)cc1 (stereo unspecified)	-1.0	35
COc1cc2c(cc1OC)-c1cc(NC3CCCCCCC3)nc(=O)n1CC2	0.1	23
O=C(COCC(=O)Nc1cccc(C(F)(F)F)c1)Nc1cccc(C(F)(F)F)c1	-0.3	-2
Cc1nc(Nc2ccccc2)sc1C(=O)Nc1ccccc1	1.6	2
COc1ccc(CCn2c(C)cc3c(c2=O)C(c2ccc4c(c2)OCO4)C(C#N)=C(N)O3)cc1OC (stereo unspecified)	0.4	15
Cc1ccc(SCC(=O)Nc2cccc(NC(=O)c3ccco3)c2)cc1	-0.1	38
CCOC(=O)c1c(C)n(C)c2ccc(OCC(N)=O)cc12	0.6	15
COC(=O)c1cnc2c(c(C)nn2C)c1OC	-0.8	18
CC(C)(C)NC(=O)NC(=O)COC(=O)CNS(=O)(=O)/C=C/c1ccccc1	-1.9	12
C=C(C)c1ccc(C(C)(C)NC(=O)N2CCN(C)CC2)cc1	0.5	-1
Cc1ccc(S(=O)(=O)N2CCC(=O)N(C(COCc3ccccc3)Cc3ccccc3)CC2)cc1 (stereo unspecified)	-2.2	8
COc1ccc(N2CCN(C(C)C(=O)N(C)Cc3ccccc3)CC2)cc1 (stereo unspecified)	0.0	14
COc1ccc(CCNC(=O)C(C)OC(=O)c2cccs2)cc1OC (stereo unspecified)	0.4	19
O=C(CN1C(=O)C2CCCCC2C1=O)OCC(=O)c1ccc(Cl)s1 (stereo unspecified)	-1.3	8

In the list so far, these contain a furan ring, fused or not:
SMILES	STK33 kinase inh	OX1R FRET antag
O=C(c1ccco1)N(CCO)Cc1cc2cc3c(cc2[nH]c1=O)OCO3	-3.1	18
CCc1cc2ccc(C)cc2nc1SCC(=O)NNC(=O)c1ccco1	0.6	12
Cc1ccc(SCC(=O)Nc2cccc(NC(=O)c3ccco3)c2)cc1	-0.1	38

Later entries:
SMILES	STK33 kinase inh	OX1R FRET antag
O=C(NCC(c1ccco1)N1CCN(c2ccccc2F)CC1)C(=O)NC1CCCC1 (stereo unspecified)	-0.4	26
COc1cccc2c(O)c(-c3ccccc3)c(=O)[nH]c12	-1.3	6
O=C(Nc1nnc(-c2ccc3c(c2)CCCC3)o1)c1ccccc1	-0.7	21
COc1cc(/C=N/NC(=O)Nc2ccccc2)ccc1OCCOc1ccccc1C	-0.9	-1
Cc1ccc2nc(C)cc(Nc3ccc4c(c3)OCCO4)c2c1	-1.0	19
O=P(O)(CCCP(=O)(O)CCc1ccccc1)CCc1ccccc1	-1.0	18
Cc1ccc(CN2CCN(c3ncccn3)CC2)o1	-0.9	12
Cc1ccc2c(c1)-n1c(nc3cc(F)ccc3c1=O)C(Cc1ccccc1)NC2=O (stereo unspecified)	-2.0	/
Cc1nc2sc(C(N)=O)c(N)c2c2c1CCCC2	5.0	5
Cc1ccc(-c2nc(N)sc2-c2ccccc2)cc1C	4.5	14
Cc1sc2ncnc(Sc3nnnn3-c3ccccc3)c2c1C	-1.5	36
CCN(CC)CCN1C(=O)c2oc3ccccc3c(=O)c2C1c1ccccc1 (stereo unspecified)	-1.6	23
CCOC(=O)CSc1nc2ccccc2c(=O)n1C1CCCC1	-0.5	18
CC(C)C(NC(=O)/C(=C\c1ccco1)NC(=O)c1ccco1)C(=O)O (stereo unspecified)	-2.5	-3
Cc1nn(CCC#N)c(NC(=O)c2ccc(Cl)cc2)c1P(=O)(Nc1ccc([N+](=O)[O-])cc1)N1CCOCC1 (stereo unspecified)	-0.6	7
OC1(C#CCCN2CCCCC2)c2ccccc2-c2ccccc21	-1.6	18
CCOC(=O)CSc1ccc(C(=O)NCCN2CCOCC2)cc1[N+](=O)[O-]	-1.8	22
CC(OC(=O)Cn1cc(C(F)(F)F)ccc1=O)C(=O)NC(C)c1ccc(Cl)cc1Cl (stereo unspecified)	/	16
CCCCc1c(O)nc(N2CCN(Cc3ccccc3)CC2)[nH]c1=O	-0.6	0
CCOc1ccc(C(=O)Nc2cc(C)on2)cc1OCC	-0.7	11
Cc1ccc(-c2cc(C(F)F)n3ncc(C(=O)N4CCc5ccccc5C4)c3n2)cc1	-1.1	8
CC(=O)Nc1ccc(S(=O)(=O)NCCSCc2ccco2)cc1	0.3	4
CCC(=O)N1CCN(c2nc3ccccc3s2)CC1	-0.8	4
COc1ccc(C(C)=O)cc1Cn1cnc2c(cnn2C)c1=O	-0.7	15
CSC(=Nc1ccc(Cl)cc1)N[n+]1ccccc1	-0.5	9
Next section
SMILES	STK33 kinase inh	OX1R FRET antag
Cc1ccccc1Cn1c2ccccc2c2cnn(CC(=O)NCc3ccccn3)c(=O)c21	1.6	18
O=C(NCc1cccs1)c1ccc([N+](=O)[O-])cc1Cl	-1.3	25
Cc1ccc(CN2CCN(CCC(C)C)C(CCO)C2)s1 (stereo unspecified)	0.4	17
Cc1ccc(S(=O)(=O)N2CCN(C(=O)c3cc4c(s3)CCCC4)CC2)c(C)c1	-1.0	13
CCOC(=O)/C(C#N)=C/c1cc2ccccc2nc1N1CCOCC1	-0.4	12
COc1cc(CNCc2cc(OC)c(OC)c(OC)c2)cc(OC)c1	-0.8	18
Cc1cc(C)n2cc(CSc3ccccn3)nc2n1	2.3	10
COC(=O)[C@@H](NC(=O)c1ccccc1OC1CCN(S(C)(=O)=O)CC1)C(C)C	-2.8	4
O=C(CSc1cn[nH]n1)Nc1ccc(O)c(C(=O)O)c1	0.6	16
COC(=O)N/N=C/c1ccc(-c2cc(Cl)cc(Cl)c2)o1	-1.9	8
O=C(CCN1CCCCC1)NCC1OCCc2ccccc21 (stereo unspecified)	0.6	5
O=[N+]([O-])c1ccc(C=Nc2cccc3ccccc23)s1	0.1	26
COc1cc(C(=O)NNC(=O)/C=C/c2ccco2)cc(OC)c1OC	1.0	13
Cc1nc(S(=O)(=O)N2CCOCC2)c(C#N)c(C)c1Cl	-0.3	-7
O=C(N/N=C/c1cccc([N+](=O)[O-])c1)C1CC1c1ccccc1 (stereo unspecified)	-1.8	31
COC(=O)CSc1nc2ccc(C)cc2cc1C#N	-6.6	15
CCOc1ccccc1-n1c(C)cc(C=O)c1C	0.9	7
CCCN(CCC)C(=O)CSc1nc2ccccc2c(=O)n1CC1COc2ccccc2O1 (stereo unspecified)	-0.8	11
CC1=C(C(=O)OC2CCCC2)C(c2coc3ccc(C)cc3c2=O)C2=C(CCCC2=O)N1 (stereo unspecified)	0.7	4

Profiles as entered above. Screens in order: STK33 kinase inh | OX1R FRET antag
O=C(N/N=C/c1cccc([N+](=O)[O-])c1)C1CC1c1ccccc1 (stereo unspecified) is entered as -1.8 | 31
COC(=O)N/N=C/c1ccc(-c2cc(Cl)cc(Cl)c2)o1 is entered as -1.9 | 8

Another view of six compounds above:
Order of values – STK33 kinase inh | OX1R FRET antag
COC(=O)N/N=C/c1ccc(-c2cc(Cl)cc(Cl)c2)o1
 : -1.9 | 8
O=C(CSc1cn[nH]n1)Nc1ccc(O)c(C(=O)O)c1
 : 0.6 | 16
COC(=O)[C@@H](NC(=O)c1ccccc1OC1CCN(S(C)(=O)=O)CC1)C(C)C
 : -2.8 | 4
CCCN(CCC)C(=O)CSc1nc2ccccc2c(=O)n1CC1COc2ccccc2O1 (stereo unspecified)
 : -0.8 | 11
COc1cc(CNCc2cc(OC)c(OC)c(OC)c2)cc(OC)c1
 : -0.8 | 18
CCOc1ccccc1-n1c(C)cc(C=O)c1C
 : 0.9 | 7
